TAG inh – inhibitors of triacylglycerol accumulation; inhibition, % at 12.5 µM; H9c2 cells, Nile Red lipid (TAG) fluorescence; cells loaded with 200 µM oleic acid; 230,000 compounds, 0.66% hits;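 active means pattern-corrected inhibition of lipid staining of at least 50% with the nuclear-stain viability signal not falling by more than 50%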;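 further: 0% = DMSO wells and 100% = triacsin C control wells; some results filed as inactive read as strong as hits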
TAG inh DAPI viability – recorded beside TAG inh, whose call it bears; DAPI nuclei signal change (viability), lower = more cytotoxic, %;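 whole-well DAPI fluorescence read on a plate reader as a viability signal; minus 50 percent equals half of cells still viable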
Active calls of the source: *.

Below each compound – TAG inh | TAG inh DAPI viability
O=C(O)c1ccc(/C=C(\c2nc3ccccc3[nH]2)c2nc3ccccc3s2)cc1
  3 | -4
CCC1(c2ccccc2)NC(=O)N(CC(=O)Nc2cccc(S(=O)(=O)N3CCCC3)c2)C1=O (configuration not stated)
  0 | -9
O=S1(=O)C=C(SCc2cccc(Cl)c2)Nc2ccccc21
  1 | 1
O=C(NC1CCCCC1)c1cccc(COCC(F)(F)F)c1
  7 | 11
CCC(c1nnc(SCC(=O)Nc2ccc(C(=O)Nc3ccccc3OC)cc2)o1)N(C)C (configuration not stated)
  12 | -7
CC(=O)N1[C@H](C)C=C[C@]1(Cc1ccccc1)C(=O)NCc1cc(F)cc(C(F)(F)F)c1
  -10 | 6
O=C(COC(=O)c1n[nH]c2ccccc12)NC(=O)NC1CCCC1
  -6 | -9
COc1ccccc1NS(=O)(=O)c1ccc(O)c(C(=O)OCC(=O)N2c3ccccc3CC2C)c1 (configuration not stated)
  7 | -9
Cc1cc(N2CCN(Cc3nc(-c4ccc(Cl)cc4)oc3C)CC2)cc(C)n1
  14 | -2
CSc1ccccc1C(=O)Nc1ccc2c(c1)OCO2
  6 | -3
Cc1csc(/N=C/N(C)C)c1C#N
  -1 | 10
CC1CCN(C(=O)C(NS(=O)(=O)c2cccc3nsnc23)c2ccccc2)CC1 (configuration not stated)
  6 | 3
CCCc1cc(NCCCN2CCOCC2)n2c(nc3ccccc32)c1C#N
  11 | 37
COc1ccc(/C=C/C(=O)OCC(=O)NCCc2ccccc2)c(OC)c1
  -1 | 0
Cc1c(NC(=O)CNCc2ccc3c(c2)OCO3)c(=O)n(-c2ccccc2)n1C
  3 | 0
CCc1sc(C(=O)NCCCN2CCCC2=O)cc1Br
  19 | -7
Cn1cccc1/C=N/NC(=O)c1ccccn1
  -5 | 0
O=c1[nH]c(=S)n2c(c1-c1ccccc1)OC(CBr)C2 (configuration not stated)
  3 | -5
CCOC(=O)c1[nH]c(C)c(/C(O)=C2\C(=O)C(=O)N(CCCN(C)C)C2c2cccnc2)c1C (configuration not stated)
  -4 | -5
COc1ccc(-n2c(SCC(=O)Nc3cc(C)on3)nc3c(c2=O)SCC3)cc1OC
  23 | -3

Gathered by group, those above containing a thiophene ring, fused or not (2)
Below each compound – TAG inh | TAG inh DAPI viability
Cc1csc(/N=C/N(C)C)c1C#N
  -1 | 10
CCc1sc(C(=O)NCCCN2CCCC2=O)cc1Br
  19 | -7

Continuation:
Below each compound – TAG inh | TAG inh DAPI viability
Cc1ccc(C2N(C)c3ccccc3-c3nc4ccccc4n32)o1 (configuration not stated)
  18 | 22
COc1ccc(CC(=O)Nc2ccc(-c3noc(-c4cccc(OC)c4)n3)cc2)cc1
  -1 | 12
CC(C)C(=O)Nc1cc(S(=O)(=O)Nc2cccc(Cl)c2)ccc1Cl
  -47 | 2
CN(C)S(=O)(=O)c1cccc(NC(=S)NC(=O)C2CCCCC2)c1
  -12 | 2
CCOC(=O)N1CCN(C(=O)Cc2ccc(-n3c(=O)[nH]c4ccccc4c3=O)cc2)CC1
  -13 | -7
COC(=O)c1ccccc1NC(=S)NC(=O)c1cccc2ccccc12
  1 | -7
COCCNC(=O)C(c1ccc(C)o1)N(Cc1ccc(OC)cc1)C(=O)Cn1nnc2ccccc21 (configuration not stated)
  -12 | 12
COc1ccccc1C1CC(c2cccs2)=NN1C(=O)CCC(=O)O (configuration not stated)
  1 | -3
Cc1ccc(C(=O)Nc2cc(S(=O)(=O)N3CCOCC3)ccc2N2CCCC2)cc1
  -13 | -3
Cc1c(NS(=O)(=O)c2cccc(C(=O)NCc3ccc(Cl)cc3)c2)c(=O)n(-c2ccccc2)n1C
  -14 | 8
Cc1nnc(NC(=O)CCC(=O)N2CCN(CCOc3cccc4ccccc34)CC2)s1
  6 | -5
Cc1cc(=O)[nH]c(SCC(=O)Nc2c(C)n(C)n(-c3ccccc3)c2=O)c1C#N
  4 | -9
Cc1nn(CC(=O)NCC2CCCO2)c(=O)c2ccccc12 (configuration not stated)
  2 | -7
Cc1ccc(CN2CCN(Cc3cnc(C)s3)CC2CCO)cc1 (configuration not stated)
  8 | 4
COc1ccc(C(=O)/C=C/C(=O)N(CC(=O)NC2CCCCC2)Cc2ccccc2OC)c(O)c1
  57 | -51
Cc1c(C(=O)Nc2c(C)n(C)n(-c3ccccc3)c2=O)oc2ccc(Cl)cc12
  -9 | 12
Cc1cccc(-c2noc(CCC(=O)NCc3ccccc3)n2)c1
  -7 | 8
CCC[N+]1(CC#CC(O)(c2ccccc2)C2CCCCC2)CCCCC1 (configuration not stated)
  8 | -4
COc1ccc(NS(=O)(=O)c2cc(NC(=O)c3cncc(Br)c3)ccc2OC)cc1
  27 | -1
COC(=O)C[C@@H]1C[C@H]2c3cc(N(C)C)ccc3O[C@H]2[C@H](CO)O1
  12 | 0

Reprinted from the part before: 3 compounds, then new ones.
Below each compound – TAG inh | TAG inh DAPI viability
CCC[N+]1(CC#CC(O)(c2ccccc2)C2CCCCC2)CCCCC1 (configuration not stated)
  8 | -4
COc1ccc(NS(=O)(=O)c2cc(NC(=O)c3cncc(Br)c3)ccc2OC)cc1
  27 | -1
COC(=O)C[C@@H]1C[C@H]2c3cc(N(C)C)ccc3O[C@H]2[C@H](CO)O1
  12 | 0
O=C(Nc1ccc(O)cc1C(=O)O)c1ccc(NC(=O)c2ccco2)cc1
  6 | -2
O=C(NCCOc1ccccc1F)C1CC(=O)N(Cc2ccccc2)C1 (configuration not stated)
  3 | -5
CC1(C)CC(=O)C2=C(C1)NC(=S)C(C#N)C21CCCCC1 (configuration not stated)
  1 | 1
COc1ccccc1C1=NN(C2=NN=C(N)Cc3ncnn32)C(O)(C(F)(F)F)C1 (configuration not stated)
  17 | 7
O=C(CCCCCn1c(=S)[nH]c2cc3c(cc2c1=O)OCO3)N1CCN(Cc2ccccc2)CC1
  6 | -1
Cc1ccc(-n2c(C)c([N+](=O)[O-])c3ccc(O)c(CN(C)C)c32)cc1
  7 | -4
COc1ccc(-c2oc3ccccc3c(=O)c2OCC(=O)O)cc1
  -5 | 6
CCOC(=O)C1=C(CN2CCCCCC2)NC(=O)NC1c1cccc([N+](=O)[O-])c1 (configuration not stated)
  -5 | 0
O=C(Nc1ccccn1)c1ccc(Cl)c(S(=O)(=O)N2CCCC2)c1
  -4 | -4
COc1ccc(C(C)(NC(C)=O)c2nc(-c3cnc4ccccc4c3)cs2)cc1 (configuration not stated)
  -1 | 2
c1cc(-c2cc3cc4c(cc3cn2)OCO4)cs1
  -2 | 1
Cc1ccccc1OCc1nc(-c2ccc(NC(=O)c3ccco3)cc2)no1
  -19 | 5
Oc1ccc(C[C@H]2CNC(=S)N2CC2CCCN2C[C@H](Cc2ccccc2)N2C[C@H](Cc3ccc(O)cc3)N(CCc3ccccc3)C2=S)cc1 (some centres not stated)
  0 | -58
CCCCCc1ccc(-c2ccc(=O)[nH]n2)cc1
  32 | -9
Fc1cccc(Cl)c1Cn1nnc2c(N3CCC4(CC3)OCCO4)ncnc21
  9 | -5
CCCSc1nc2[nH]ncc2c(=O)[nH]1
  5 | -8
CCN(CC)S(=O)(=O)c1ccc(NC2CCCc3ccccc32)nc1 (configuration not stated)
  4 | -11
COC(=O)C(Cc1ccccc1)NC(=O)CCCC(=O)NCc1cccc(OC)c1 (configuration not stated)
  8 | -8
CN1CCN(c2ccc(CNC(=O)C3(C)Cc4c(-c5ccc6c(c5)OCO6)ccnc4O3)cc2)CC1 (configuration not stated)
  2 | 0
COc1ccc(OCCN2CCN(S(=O)(=O)c3ccccc3C#N)CC2)cc1
  8 | -11

Whole records, looked up by structure:
`COC(=O)C(Cc1ccccc1)NC(=O)CCCC(=O)NCc1cccc(OC)c1` (configuration not stated) in the list: TAG inh = 8; TAG inh DAPI viability = -8
`Fc1cccc(Cl)c1Cn1nnc2c(N3CCC4(CC3)OCCO4)ncnc21` in the list: TAG inh = 9; TAG inh DAPI viability = -5
`O=C(NCCOc1ccccc1F)C1CC(=O)N(Cc2ccccc2)C1` (configuration not stated) in the list: TAG inh = 3; TAG inh DAPI viability = -5

Next results follow.
Below each compound – TAG inh | TAG inh DAPI viability
Cc1ccccc1OCC(O)CN1CCC(C)CC1 (configuration not stated)
  2 | -7
Cc1nnc(-c2ccc(Oc3ccc(Cl)cc3)c([N+](=O)[O-])c2)o1
  -8 | -3
CC1(c2ccccc2Cl)NC(=O)N(CC(=O)Nc2ccc(N3CCCCC3)cc2)C1=O (configuration not stated)
  10 | 1
CCCCCc1ccc(-c2cn(Cc3ccc(C)cc3)nn2)cc1
  -21 | -2
Cc1ccc(F)cc1NC(=O)Nc1cc(C(C)(C)C)nn1C
  6 | -3
O=C1OC(Nc2nccs2)c2ccccc21 (configuration not stated)
  0 | -1
C[C@H](NC(=O)c1ncn2c1C(=O)NC[C@H]2C)c1ccccc1
  1 | 3
COc1ccc(CCNc2nc(-c3ccncc3)cs2)cc1OC
  -23 | 3
CCN(CC)C(=O)CN(Cc1ccccc1)S(=O)(=O)c1ccc(F)cc1
  -20 | 0
Cc1nn(Cc2c(Cl)cccc2Cl)c(C)c1NC(=O)c1cn(-c2ccccc2)nc1-c1ccccc1
  50* | -6.1*
COc1ccc(CNC(=O)COc2ccc(S(=O)(=O)N3CCOCC3)cc2)cc1
  5 | 0
Cc1ccc(NC(=O)CSc2nnc(Cn3c(=O)sc4ccccc43)n2C)cc1Cl
  -2 | -17
O=c1sc2ccccc2c(N2CCCCC2)c1[N+](=O)[O-]
  -13 | -6
Cc1cc(NS(C)(=O)=O)c(=O)n(Cc2cccc(C(F)(F)F)c2)c1
  -3 | -6
CN(C)S(=O)(=O)c1cccc(COC(=O)Cc2c(F)cccc2Cl)c1
  -2 | 0
N#Cc1nc(-c2cccc3ccccc23)oc1N1CCCCC1
  1 | 62
CC1C(=O)C(C)C(c2ccccc2)N(N=O)C1c1ccccc1 (configuration not stated)
  -9 | 9
COc1ccc(OCC#CCn2ccnc2)cc1
  0 | 1
O=C(O)c1cccc(NC(=O)c2cc(-c3cccc(Cl)c3)nc3ccccc23)c1
  -7 | 2
COc1ccc(NC(=O)C[C@H]2C(=O)N(c3ccc(Br)cc3)C[C@@H]2CSC)cc1
  -3 | -2
O=C(CCN1C(=O)CSc2ccccc21)Nc1ccc(C(F)(F)F)cc1
  7 | -3
CCOc1ccc(N2C(=O)c3ccccc3C2=O)cc1
  9 | -9
Cc1ccc(NC(=O)COc2ccc(Br)cn2)cc1
  -11 | -3
COc1ccc(N(C(=O)c2cccnc2)S(=O)(=O)c2ccc(F)cc2)cc1
  -6 | 0
CC1(C(=O)NS(=O)(=O)C2CC2)CCCN(C(=O)c2ccc(C(F)(F)F)cc2)C1 (configuration not stated)
  -7 | 0
COc1c(C)cc(C(O)c2ncc(-c3ccc(Cl)cc3)[nH]2)cc1C (configuration not stated)
  -3 | 1
CCCN1C(=O)/C(=C/c2ccccc2OCc2ccc(C(=O)O)cc2)NC1=S
  -5 | -1
Cc1ccc(C(=O)CC(=O)COc2ccc(Cl)cc2)cc1
  11 | -2
Cc1noc(C)c1C(=O)Nc1cc(S(=O)(=O)N2CCCCC2)ccc1N(C)C
  -9 | -3
O=[N+]([O-])c1ccc(C2=Nn3c(Cn4nnc5ccccc54)nnc3SC2)cc1
  -6 | 11
CCCCOc1ccc(-c2ncc(C(=O)O)c(C)n2)cc1
  -5 | -8
CC(C)(C)NC(=O)Cn1c(=O)oc2ccc(Cl)cc21
  -6 | -10
CC(N)C(=O)NC(C(=O)N1CCCC1C(=O)NC(c1ccccc1)c1ccccc1)C(C)C (configuration not stated)
  10 | -3
COc1ccc(NC(=S)N(Cc2ccc(C)cc2)Cc2ccccn2)cc1
  3 | -8
COc1ccc(C2Nc3ccccc3C(=O)N2NS(C)(=O)=O)cc1OC (configuration not stated)
  3 | 1
O=C(COC(=O)Cc1ccccc1F)Nc1ccc(Cl)cn1
  -3 | 6
Cc1cccn2c(CNCC(C)Oc3cccnc3)c(C(=O)N3CCOCC3)nc12 (configuration not stated)
  3 | -2
O=c1[nH]nc(SCCS(=O)(=O)c2ccc(F)cc2)n1-c1ccccc1C(F)(F)F
  6 | -6
Cn1nnnc1SCc1ccc(C(=O)Nc2ccccc2F)cc1
  -9 | 6
CCN(CC1CCCO1)C(=O)CCc1nnc(CCc2ccccc2)o1 (configuration not stated)
  -11 | 11
COc1cccc(OC)c1C(=O)N1CCN(Cc2ccccc2C(F)(F)F)CC1
  -8 | -1
C[C@@H]1CN([C@@H](C)CO)C(=O)CCCn2nncc2CO[C@H]1CN(C)S(=O)(=O)c1ccc(C#N)cc1
  -4 | 8
Cn1c(=O)[nH]c(=O)c2c1nc(SCCN1CCCCC1)n2Cc1ccccc1
  0 | -4
COC(=O)Cn1cc(C(=O)c2cccs2)c2ccccc21
  -13 | 16
CCOC(=O)c1nc(Nc2ccc(C(=O)O)cc2)c2ccccc2n1
  12 | 6
C#CC1(O)CCC2C3CCc4cc(O)cc(C)c4C3CCC21C (configuration not stated)
  -21 | 3
COc1ccc(NC(=O)CCSc2nnnn2C)cc1
  -11 | 9
Cc1[nH]n(-c2ccccc2)c(=O)c1N=O
  1 | 14
Cn1ccc(C(=O)Nc2ccc3c(c2)OCCO3)n1
  11 | -9
O=C1CCC(C2CCc3cc(O)ccc3C2)C1 (configuration not stated)
  -6 | 0

Screening data as filed in PubChem.

Not all compounds are listed; the hit share may differ from the screen's.
